# MRP resist rev: MRP-mediated drug resistance reversal; AID 602; 85,000 compounds, 0.04% hits; differential viability (reversal), % at 10 µM; H69AR cells + 2 uM doxorubicin, CellTiter-Glo, 72 h;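 active = viability drop by adding the cancer drug above about 55%, with treated viability meeting a 40% cutoff, limit read from the data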;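 also: viability without doxorubicin minus viability with 2 µM doxorubicin for each compound; larger differential means the compound sensitizes cells more to doxorubicin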
# NFkB transloc inh: blocks IL-1B driven NFkB nuclear translocation in HUVEC cells | inhibition, % at 2 µM | HUVEC IL-1B NFkB p65 nuclear translocation imaging | 94,000 compounds, 0.43% hits | AID 796;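 active = inhibition above about 30% together with a positive call from visual inspection of the well image, limit read from the data; inconclusive = inhibition above a set limit but visual check negative; inactive = inhibition not above a set limit, visual check negative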;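 also: nuclear over cytoplasmic p65 intensity ratio measured by imaging; 0% = IL-1B stimulated DMSO wells and 100% = unstimulated DMSO wells; values of inactives mirror those of a sister screen read the other way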
# IL1B NFkB pot: enhances IL-1B driven NFkB nuclear translocation | HUVEC IL-1B NFkB p65 nuclear translocation imaging | activation, % at 2 µM | 94,000 compounds, 0.3% hits;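 active = activation above 40%, about the mean plus 3 SD, also judged a hit on visual image review; inconclusive = activation above 40% but not a hit on visual review; inactive = activation not above 40% and no visual hit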;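 also: percent activation is computed from the nuclear over cytoplasmic p65 intensity ratio; values of inactives mirror those of a sister screen read the other way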
# PLAP inhibitors HTS: inhibition of human placental alkaline phosphatase – biochemical, luminescence, HTS (AID 690); inhibition, % at 20 µM; hits with a dose series show IC50 in µM; 96,000 compounds, 0.08% hits; purified PLAP, luminescent substrate; higher % means a stronger effect; in the data active = a potency from the dose series; inactive = the rest, 99 in 100 with inhibition below about 30%; also: strong numbers were not always called active
# Bcl-B TR3 displacers: displacers of TR3 peptide from Bcl-B, primary screen, selectivity assay for Bfl-1 inhibitor project, biochemical, fluorescence polarization; FP displacement of FITC-TR3 peptide from Bcl-B; higher % means a stronger effect; one-dose displacement, % at 20 µM; IC50 in µM for titrated hits; 96,000 compounds, 0.11% hits;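 active = displacement above 50% at 20 µM plus a fluorescence interference ratio under 1.5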;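 also: plate controls were wells without compound for no effect and wells lacking Bcl-B protein for full effect; a part of the inactive calls stands beside numbers as strong as those of hits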
# MRP resist rev cytotoxicity: further read-out of MRP resist rev, marked with its call; viability, %; H69AR cells, CellTiter-Glo, 72 h; measured here: cytotoxicity without doxorubicin
# MRP resist rev with doxorubicin: second read-out of MRP resist rev, no call of its own (marks repeat the call); viability, %; measured here: viability with 2 uM doxorubicin; stronger effect = lower value
# NFkB transloc inh cell count 2 µM: also measured in NFkB transloc inh; calls as there; cell count; measured here: cells passing quality filter;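 raw number of nuclei counted in each imaged well without normalization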
# IL1B NFkB pot cell count 2 µM: second read-out of IL1B NFkB pot, no call of its own (marks repeat the call); cell count; measured here: cells passing quality filter
# * marks the source's active call; other numbers are inactive results; ? = inconclusive; . = no result given. The list is partial, so the mix of outcomes need not match the whole.
item | smiles | MRP resist rev | MRP resist rev cytotoxicity | MRP resist rev with doxorubicin | NFkB transloc inh | NFkB transloc inh cell count 2 µM
1 | O=C1c2ccccc2C(=O)N1Cc1nc2ccccc2c(=O)n1-c1ccccn1 | -14 | 84 | 98 | 6 | 147
2 | CN(C)C(=O)Oc1ccc2ccccc2c1Cl | 21 | 101 | 79 | -16 | 206
3 | CCN(CC)CC(=O)Nc1ccc(Cl)cc1C(=O)c1ccccc1 | 9 | 86 | 77 | 2 | 75
4 | CCNc1ccc(P(=S)(N(C)C)N(C)C)cc1 | 7 | 85 | 78 | -15 | 106
5 | O=[N+]([O-])c1ccc(C2C3C(c4ccccc4)=NC4(CCCCC4)N32)cc1 (centres undefined) | . | . | . | 8 | 176
6 | CC1(C)CC(=O)C(C=NCCN2CCN(C(=O)Cc3ccccc3)CC2)=C(O)C1 | 5 | 98 | 93 | 3 | 113
7 | CCCCCn1c(N)c(C(=O)NCCN2CCOCC2)c2nc3ccccc3nc21 | -27 | 30 | 57 | -58 | 180
8 | FC(F)(F)c1ccc2c(c1)NP(=S)(N1CCOCC1)c1nccn1-2 (centres undefined) | -4 | 66 | 70 | . | .

item | IL1B NFkB pot | IL1B NFkB pot cell count 2 µM | PLAP inhibitors HTS | Bcl-B TR3 displacers
1 | -6 | 147 | -5% | -1%
2 | 16 | 206 | -14% | 0%
3 | -2 | 75 | . | .
4 | 15 | 106 | 15% | -3%
5 | -8 | 176 | 9% | 3%
6 | -3 | 113 | -8% | -2%
7 | ? | . | -80% | 1%
8 | . | . | -38% | -1%

# Next part:
item | smiles | MRP resist rev | MRP resist rev cytotoxicity | MRP resist rev with doxorubicin | NFkB transloc inh | NFkB transloc inh cell count 2 µM
9 | O=C(Cn1c2c(c(-c3ccccc3Cl)cc1=O)CCC2)N1CCC2(CC1)OCCO2 | -36 | 50 | 86 | 11 | 106
10 | CCC(=NCc1ccco1)c1c(O)[nH]c(=O)[nH]c1=O | -15 | 81 | 97 | -5 | 182
11 | Cc1[nH]c2c(C(F)(F)F)cccc2c1CCN | -3 | 18 | 21 | . | .
12 | Cn1c(O)c(C=NC2CCN(Cc3ccccc3)CC2)c(=O)n(C)c1=O | 6 | 85 | 79 | . | .
13 | CC(C(=O)c1c[nH]c2ccccc12)N1CCc2ccccc2C1 (centres undefined) | 2 | 78 | 76 | -12 | 155
14 | Cn1c(O)c(C(=O)c2ccccc2)c(=O)n(C)c1=O | -9 | 101 | 110 | -9 | 108
15 | CCc1ccc(C(=O)C23CN4CN(CN(C4)C2)C3)cc1 | 6 | 92 | 86 | -14 | 124
16 | CCN1CCN(Cc2ccc(C)cc2C)CC1 | 8 | 90 | 82 | . | .

item | IL1B NFkB pot | IL1B NFkB pot cell count 2 µM | PLAP inhibitors HTS | Bcl-B TR3 displacers
9 | -11 | 106 | -27% | -3%
10 | 5 | 182 | 11% | 5%
11 | . | . | -6% | 4%
12 | . | . | . | -7%
13 | 12 | 155 | 16% | -5%
14 | 9 | 108 | -17% | -5%
15 | 14 | 124 | . | .
16 | . | . | 10% | -3%

# (more compounds)
item | smiles | MRP resist rev | MRP resist rev cytotoxicity | MRP resist rev with doxorubicin | NFkB transloc inh | NFkB transloc inh cell count 2 µM
17 | C[C@H]1CCC[C@@H](O)CCC/C=C/c2cc(O)cc(O)c2C(=O)O1 | 2 | 6 | 4 | -13 | 123
18 | Cc1cccc(C)c1NC(=O)CN(C)CC(=O)Nc1ccc(C#N)c(Cl)c1 | 14 | 88 | 74 | -8 | 174
19 | CCOC(=O)C1=C(C)OC(N)=C(C(=O)OC)C12C(=O)Nc1ccc(Br)cc12 (centres undefined) | 4 | 92 | 87 | -12 | 148
20 | CCOC(=O)C1C(=O)NC2(C)CC1c1cc(OC)ccc1O2 (centres undefined) | -2 | 107 | 109 | . | .
21 | Cc1ccnc(-n2c(C)cc(C=C3C(=O)N(C)C(=S)N(C)C3=O)c2C)c1 | . | . | . | -5 | 99
22 | ON1C2CCCCC2N(O)C1c1ccccc1F (centres undefined) | 4 | 84 | 79 | 23 | 155
23 | c1ccc(C2=NP(N3CCOCC3)(N3CCOCC3)=NC(N3CCOCC3)=N2)cc1 | -9 | 91 | 100 | 3 | 111
24 | COc1ccc(CCn2c(O)c(C=NCc3ccc4c(c3)OCO4)c(=O)[nH]c2=O)cc1OC | 0 | 98 | 98 | 8 | 192

item | IL1B NFkB pot | IL1B NFkB pot cell count 2 µM | PLAP inhibitors HTS | Bcl-B TR3 displacers
17 | 13 | 123 | -4% | -6%
18 | 8 | 174 | -13% | -8%
19 | 12 | 148 | -12% | 16%
20 | . | . | 2% | -10%
21 | 5 | 99 | -21% | 10%
22 | -23 | 155 | -5% | 7%
23 | -3 | 111 | -30% | 3%
24 | -8 | 192 | -18% | 6%

# The results go on.
item | smiles | MRP resist rev | MRP resist rev cytotoxicity | MRP resist rev with doxorubicin | NFkB transloc inh | NFkB transloc inh cell count 2 µM
25 | C1=C(CCNCc2ccccc2)CCCC1 | . | . | . | -15 | 180
26 | Nc1c(C(=O)OCC2CCCO2)c2nc3ccccc3nc2n1Cc1cccs1 (centres undefined) | -34 | 39 | 73 | -14 | 165
27 | CC(=NCc1ccco1)c1c(O)n(-c2ccccc2)c(=O)[nH]c1=O | 8 | 91 | 84 | -12 | 166
28 | CCN1CCN(Cc2cc(Br)ccc2O)CC1 | 8 | 94 | 87 | -26 | 174
29 | CCCCCCCSc1cc(OC)c(CCN(C)C)cc1OC | . | . | . | 1 | 162
30 | CC(=O)OC1(Cc2ccccc2)CN2CCC1c1ccccc12 (centres undefined) | 7 | 98 | 90 | -6 | 166
31 | Fc1ccc2c(c1)nnn2C1CCN(Cc2ccccc2)CC1 | -9 | 81 | 90 | -6 | 150
32 | N=C1C(c2ccccc2)=C(O)CN1Cc1ccco1 | -276 | 91 | 367 | 6 | 220

item | IL1B NFkB pot | IL1B NFkB pot cell count 2 µM | PLAP inhibitors HTS | Bcl-B TR3 displacers
25 | 15 | 180 | 34% | -8%
26 | 14 | 165 | -67% | 11%
27 | 12 | 166 | -8% | -7%
28 | 27 | 174 | -14% | 3%
29 | -1 | 162 | -44% | -9%
30 | 6 | 166 | -50% | -6%
31 | 6 | 150 | 0% | -1%
32 | -6 | 220 | -6% | -2%

# (continued)
item | smiles | MRP resist rev | MRP resist rev cytotoxicity | MRP resist rev with doxorubicin | NFkB transloc inh | NFkB transloc inh cell count 2 µM
33 | COc1cccc(N2CCN(Cc3cccc(Cl)c3)CC2)c1 | 16 | 94 | 78 | 4 | 102
34 | O=C(c1cccc(N2CCCC2=O)c1)N1CCC2(CC1)OCCO2 | 8 | 104 | 96 | 7 | 68
35 | COc1ccc(N2C(=O)CC(N3CCC(n4c(=O)[nH]c5ccccc54)CC3)C2=O)cc1 (centres undefined) | -10 | 116 | 126 | -38 | 41
36 | CC(C)CC(=O)NC(Oc1ccc(Cl)cc1)C(Cl)(Cl)Cl (centres undefined) | . | . | . | -9 | 95
37 | CCCOC(=O)COc1cc(C)cc2oc(=O)c3c(c12)CCC3 | 8 | 92 | 84 | -32 | 153
38 | COc1ccccc1N1CCN(Cc2c(F)cccc2F)CC1 | -8 | 96 | 104 | -16 | 106
39 | CC12CCC(=O)C=C1CCC1C2CCC2(C)C(O)CCC12 (centres undefined) | 2 | 97 | 95 | . | .
40 | NC(=O)CSP(=O)(c1ccccc1)c1ccccc1 | -8 | 96 | 105 | -14 | 183
41 | CCCCn1c(O)c(C(C)=NCc2cc(OC)cc(OC)c2)c(=O)[nH]c1=O | -18 | 67 | 85 | -6 | 62
42 | COc1ccccc1N1C(=O)NC(=O)C(CCc2ccncc2)(CCc2ccncc2)C1=O | 24 | 105 | 81 | -14 | 70

item | IL1B NFkB pot | IL1B NFkB pot cell count 2 µM | PLAP inhibitors HTS | Bcl-B TR3 displacers
33 | -4 | 102 | -52% | 5%
34 | -7 | 68 | -15% | -8%
35 | 38 | 41 | -13% | 28%
36 | 9 | 95 | -10% | -1%
37 | 32 | 153 | 0% | 0%
38 | 16 | 106 | 4% | -5%
39 | . | . | 20% | 5%
40 | 14 | 183 | -31% | -7%
41 | 6 | 62 | -84% | -13%
42 | 14 | 70 | -2% | -2%

# Molecules listed so far that have four or more nitrogen atoms:
item | smiles | MRP resist rev | MRP resist rev cytotoxicity | MRP resist rev with doxorubicin | NFkB transloc inh | NFkB transloc inh cell count 2 µM
1 | O=C1c2ccccc2C(=O)N1Cc1nc2ccccc2c(=O)n1-c1ccccn1 | -14 | 84 | 98 | 6 | 147
7 | CCCCCn1c(N)c(C(=O)NCCN2CCOCC2)c2nc3ccccc3nc21 | -27 | 30 | 57 | -58 | 180
8 | FC(F)(F)c1ccc2c(c1)NP(=S)(N1CCOCC1)c1nccn1-2 (centres undefined) | -4 | 66 | 70 | . | .
12 | Cn1c(O)c(C=NC2CCN(Cc3ccccc3)CC2)c(=O)n(C)c1=O | 6 | 85 | 79 | . | .
18 | Cc1cccc(C)c1NC(=O)CN(C)CC(=O)Nc1ccc(C#N)c(Cl)c1 | 14 | 88 | 74 | -8 | 174
21 | Cc1ccnc(-n2c(C)cc(C=C3C(=O)N(C)C(=S)N(C)C3=O)c2C)c1 | . | . | . | -5 | 99
23 | c1ccc(C2=NP(N3CCOCC3)(N3CCOCC3)=NC(N3CCOCC3)=N2)cc1 | -9 | 91 | 100 | 3 | 111
26 | Nc1c(C(=O)OCC2CCCO2)c2nc3ccccc3nc2n1Cc1cccs1 (centres undefined) | -34 | 39 | 73 | -14 | 165
31 | Fc1ccc2c(c1)nnn2C1CCN(Cc2ccccc2)CC1 | -9 | 81 | 90 | -6 | 150
35 | COc1ccc(N2C(=O)CC(N3CCC(n4c(=O)[nH]c5ccccc54)CC3)C2=O)cc1 (centres undefined) | -10 | 116 | 126 | -38 | 41

item | IL1B NFkB pot | IL1B NFkB pot cell count 2 µM | PLAP inhibitors HTS | Bcl-B TR3 displacers
1 | -6 | 147 | -5% | -1%
7 | ? | . | -80% | 1%
8 | . | . | -38% | -1%
12 | . | . | . | -7%
18 | 8 | 174 | -13% | -8%
21 | 5 | 99 | -21% | 10%
23 | -3 | 111 | -30% | 3%
26 | 14 | 165 | -67% | 11%
31 | 6 | 150 | 0% | -1%
35 | 38 | 41 | -13% | 28%

item | smiles | MRP resist rev | MRP resist rev cytotoxicity | MRP resist rev with doxorubicin | NFkB transloc inh | NFkB transloc inh cell count 2 µM
42 | COc1ccccc1N1C(=O)NC(=O)C(CCc2ccncc2)(CCc2ccncc2)C1=O | 24 | 105 | 81 | -14 | 70

item | IL1B NFkB pot | IL1B NFkB pot cell count 2 µM | PLAP inhibitors HTS | Bcl-B TR3 displacers
42 | 14 | 70 | -2% | -2%

# From PubChem
